GLP1R ag: GLP-1 receptor (human) agonism. Potency, µM (doses to about 45.6 µM), for inactives: at the highest dose activation, usual class: activators. hit rate 0.007% among 380,000. HEK293 GLP-1R CRE-luciferase, luminescence, 4-6 h; cells express a hypersensitive GLP-1R form. P43220. AID 624172; also: potency is read from the fitted curve at half-maximal effect; % of control where 0% means no effect
GLP-1R inv ag: acts as inverse agonist at human GLP-1 receptor | HEK293 GLP-1R CRE-luciferase, luminescence, 24 h; GLP-1R form is constitutively active | hit rate 1.6% among 410,000 | Potency, µM (titrated, usually from 38.3 µM), for inactives: at the top dose activity change, negative = inhibition, hits mostly inhibitors | AID 624417; also: potency is read from the fitted curve at half-maximal effect; % is scaled to controls: 0 for no effect and ±100 for the full control effect; nearly all actives have a fitted effect of over 55% in size
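HEK293 cells stably co-expressing a cAMP-responsive luciferase reporter and constitutively active GLP-1R were seeded, incubated 12 h, then exposed to compounds for 24 h at 37 C. Luminescence was read 12 min after detection reagent; inverse agonists lower signal.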
DRD3 antagonist: blocks the human D3 dopamine receptor. P35462. max response, negative = inhibition, %. AID 652054. D3R cells, DiscoveRx beta-arrestin luminescence, antagonist mode; hits give low values. hit rate 2.5% among 360,000; in the data active = max response below about -50%; inconclusive = no clear call, values can overlap the other calls; also: % is scaled to controls: 0 for no effect and ±100 for the full control effect; mostly tested at two doses, the higher about 12 µM
Target sequence (P35462 whole entry, looked up): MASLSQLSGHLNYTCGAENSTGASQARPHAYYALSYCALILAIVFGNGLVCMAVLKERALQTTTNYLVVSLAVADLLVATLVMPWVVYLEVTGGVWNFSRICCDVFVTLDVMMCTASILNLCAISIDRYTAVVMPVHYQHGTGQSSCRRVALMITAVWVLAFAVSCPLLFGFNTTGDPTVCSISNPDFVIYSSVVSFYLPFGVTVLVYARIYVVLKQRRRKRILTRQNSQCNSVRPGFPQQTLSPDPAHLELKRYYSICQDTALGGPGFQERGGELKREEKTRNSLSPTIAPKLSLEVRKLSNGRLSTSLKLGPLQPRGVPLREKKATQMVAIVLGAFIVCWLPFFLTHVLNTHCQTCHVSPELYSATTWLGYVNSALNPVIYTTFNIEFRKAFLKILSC
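Cells expressing the human receptor were seeded at 1500 cells/well, incubated overnight at 37 degrees C in 5% CO2, then exposed to library compounds with dopamine controls for 90 minutes at 37 degrees C before luminescent detection.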
WRN helicase inh: blocks human WRN helicase; Q14191; WRN helicase unwinding, fluorescent forked duplex, kinetic; Potency, µM (highest dose often 114 µM), for the others: top-dose activity change, negative = inhibition, usual class: inhibitors; hit rate 0.46% among 360,000; also: potency is read from the fitted curve at half-maximal effect; % is scaled to controls: 0 for no effect and ±100 for the full control effect; nearly all actives have a fitted effect of over 55% in size
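Fluorescence dequenching readout, ex 525 nm/em 598 nm, kinetic mode: forked duplex DNA (100 nM final) with adjacent fluorophore and quencher unwound by WRN (20 nM final) with 2 mM ATP. Compound preincubation 15 min, room temperature.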
PLK1 PBD block: inhibitors of human PLK1 polo-box domain binding; hit rate 2.8% among 360,000; Potency, µM, for the others: max response, negative = inhibition, usual class: inhibitors; AID 720504; Plk1 PBD binding of FITC phosphopeptide, fluorescence polarization; P53350; also: potency is read from the fitted curve at half-maximal effect; series mostly up to about 57 µM; % is scaled to controls: 0 for no effect and ±100 for the full control effect; nearly all actives have a fitted effect of over 65% in size
Target sequence (P53350 whole entry, looked up, the tested form may be a part): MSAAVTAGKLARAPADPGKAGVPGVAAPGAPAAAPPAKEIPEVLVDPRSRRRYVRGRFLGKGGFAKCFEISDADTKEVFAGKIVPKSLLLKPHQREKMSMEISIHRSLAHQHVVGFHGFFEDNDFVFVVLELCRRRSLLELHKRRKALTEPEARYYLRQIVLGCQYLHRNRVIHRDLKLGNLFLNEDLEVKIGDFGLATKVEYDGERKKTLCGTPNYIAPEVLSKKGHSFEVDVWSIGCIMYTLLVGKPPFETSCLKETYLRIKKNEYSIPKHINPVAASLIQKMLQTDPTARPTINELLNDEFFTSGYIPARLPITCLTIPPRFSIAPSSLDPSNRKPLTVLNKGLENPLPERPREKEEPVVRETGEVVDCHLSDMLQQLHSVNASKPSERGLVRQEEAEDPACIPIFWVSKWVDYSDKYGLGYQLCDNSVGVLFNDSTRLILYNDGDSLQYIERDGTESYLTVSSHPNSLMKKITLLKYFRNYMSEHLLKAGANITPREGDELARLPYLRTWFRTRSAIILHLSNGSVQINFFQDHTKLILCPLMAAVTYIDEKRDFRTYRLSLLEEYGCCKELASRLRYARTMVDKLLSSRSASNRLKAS
PI5P4K alpha inh: inhibitors of human PI5P4K alpha; P48426; PI5P4Kalpha enzyme, ADP-Glo luminescence, 60 min; hits give low values; max response, %; hit rate 1.2% among 330,000; AID 652105; active = max response of -50% or lower; inconclusive = between -30% and -50%; inactive = -30% or higher; also: value at the top dose of about 77 µM; % is scaled to controls: 0 for no effect and ±100 for the full control effect
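qHTS, 1536-well: enzyme/substrate mix, compound by pin tool, 5 microM ATP final; RT 60 min; ADP-Glo reagents 1 (45 min) then 2 (30 min); luminescence.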
DRD3 agonist: D3 dopamine receptor (human) agonism. P35462. D3R DiscoveRx beta-arrestin cells, luminescence, 90 min. max activation, %. hit rate 0.58% among 410,000. AID 652048; in the data active = max activation above about 30%; also: 0% is about no effect; mostly tested at two doses, the higher about 12 µM
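Cells at 1500/well, incubated overnight, then treated with pinned compounds (dopamine as control) for 90 min at 37 degrees C. DiscoveRx reagent added for 30 - 60 minutes at room temperature; luminescence read.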
IL-2 act: activates IL-2 in a cell-based reporter assay | IL-2 activation reporter assay, cell-based qHTS; stimulated with anti-CD3/CD4/CD28 beads; in transgenic mouse T cells | activation, % (series mostly up to about 46 µM) | hit rate 0.065% among 360,000; in the data active = activation above about 50%; inconclusive = mostly about 30% to 49%; also: 0% is about no effect
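Unstimulated transgenic mouse T cells, 750 per well, received compound and, after 60 minutes, anti-CD3/anti-CD4 bead plus anti-CD28 stimulation. EGFP and DsRed were quantified after 18 hours.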
GLP1R cytotox: cytotoxicity in counter-screen for GLP-1R inverse agonists; Potency, µM (doses to about 38.3 µM), inactives show at the highest dose activity change, negative = inhibition, most hits filed as inhibitors; hit rate 0.13% among 410,000; HEK293 cAMP-luciferase reporter cells, luminescence, 24 h; AID 624418;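 also: loss of luciferase light is scored as toxicity; potency is read from the fitted curve at half-maximal effect; % is scaled to controls: 0 for no effect and ±100 for the full control effect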
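Step one: seed cells (200 cells/uL, DMEM with 10% Nu serum, 1% pen-strep). Step two: 12-hour incubation at 37 deg C. Step three: pin 23 nL compound, incubate 24 hr. Step four: add luciferase reagent, read luminescence 12 min later.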
* marks the source's active call; other numbers are inactive results; [ ] = dose if it differs, or a comment. Unless noted, calls follow the shape of the dose curve; as a rule, active = well fitted curve in the direction sought with a large enough effect; inconclusive = small, poorly fitted or top-dose-only effect, or another doubt; inactive = no such curve, though single readings can be large; an effect the other way counts as inactive or inconclusive.

Results for CCOc1ccc(N(CC(=O)Nc2ccccc2C)S(=O)(=O)c2c(C)[nH]c(=O)[nH]c2=O)cc1 ?
GLP1R ag: -1%; GLP-1R inv ag: 12%; DRD3 antagonist: -11; WRN helicase inh: 5%; PLK1 PBD block: -11%; PI5P4K alpha inh: 1; DRD3 agonist: 1; IL-2 act: -1.0; GLP1R cytotox: 0%

What do the screens show for `O=C1NC(=O)C(c2ccc(F)cc2)N1` (stereo not given)?
GLP1R ag: 3%; GLP-1R inv ag: -8%; DRD3 antagonist: 5; WRN helicase inh: 4%; PLK1 PBD block: 0%; PI5P4K alpha inh: 2; DRD3 agonist: 10; IL-2 act: 0.0; GLP1R cytotox: -2%

What do the screens show for `C=CCNc1nc(C(=O)OCC(=O)c2cccc(Br)c2)cs1`?
GLP1R ag: -27%; GLP-1R inv ag: 9%; DRD3 antagonist: -4; WRN helicase inh: inconclusive; PLK1 PBD block: -30%; PI5P4K alpha inh: -59*; DRD3 agonist: -7; IL-2 act: -0.3; GLP1R cytotox: -12%

How did O=C(NNc1c(Cl)cc(Cl)cc1Cl)c1cccc([N+](=O)[O-])c1 do in these assays?
GLP1R ag: 6%; GLP-1R inv ag: 0%; DRD3 antagonist: 13; WRN helicase inh: -6%; PLK1 PBD block: -4%; PI5P4K alpha inh: -9; DRD3 agonist: 21; IL-2 act: -4.1; GLP1R cytotox: 16%

What do the screens show for `COc1ccc(C(=O)CSc2nnc(-c3ccco3)n2CC2CCCO2)cc1` (stereo not given)?
GLP1R ag: 4%; GLP-1R inv ag: -4%; DRD3 antagonist: -4; WRN helicase inh: 3%; PLK1 PBD block: -14%; PI5P4K alpha inh: -11; DRD3 agonist: -2; IL-2 act: -2.0; GLP1R cytotox: -18%

What do the screens show for `Cn1c(=O)oc2cc(S(=O)(=O)NCc3ccccc3)ccc21`?
GLP1R ag: 1%; GLP-1R inv ag: -3%; DRD3 antagonist: 11; WRN helicase inh: -8%; PLK1 PBD block: 6%; DRD3 agonist: 0; IL-2 act: 0.5; GLP1R cytotox: 7%

What do the screens show for `COCCNS(=O)(=O)c1ccc(Cl)c(C(=O)NC2CCN(Cc3ccccc3)CC2)c1`?
GLP1R ag: 7%; GLP-1R inv ag: inconclusive; DRD3 antagonist: -7; WRN helicase inh: 12%; PLK1 PBD block: -2%; PI5P4K alpha inh: -7; DRD3 agonist: -11; IL-2 act: 0.1; GLP1R cytotox: -4%

How did CCOc1ccc(NC(=O)c2ccc(NS(=O)(=O)c3cccs3)cc2)cc1 do in these assays?
GLP1R ag: 3%; GLP-1R inv ag: inconclusive; DRD3 antagonist: -16; WRN helicase inh: -2%; PLK1 PBD block: -8%; PI5P4K alpha inh: -11; DRD3 agonist: -15; IL-2 act: -1.6; GLP1R cytotox: 21%

What do the screens show for `CC(Cc1ccccc1)NC(=O)CC(c1ccccc1)c1ccccc1O` (stereo not given)?
GLP1R ag: 8%; GLP-1R inv ag: inconclusive; DRD3 antagonist: -12; WRN helicase inh: 2%; PLK1 PBD block: -7%; PI5P4K alpha inh: -11; DRD3 agonist: -7; IL-2 act: -2.9; GLP1R cytotox: 2%

What do the screens show for `Cc1cc(F)c(F)c(C(=O)N2CCCCC2C)c1Cl` (stereo not given)?
GLP1R ag: 6%; GLP-1R inv ag: -4%; DRD3 antagonist: 7; WRN helicase inh: 1%; PLK1 PBD block: 0%; PI5P4K alpha inh: -8; DRD3 agonist: 5; IL-2 act: 2.1; GLP1R cytotox: 0%

Results for COc1ccccc1N1C(=O)CCC1(C#N)c1ccccc1 (stereo not given) ?
GLP1R ag: 3%; GLP-1R inv ag: 14%; DRD3 antagonist: -1; WRN helicase inh: 6%; PLK1 PBD block: -8%; PI5P4K alpha inh: 0; DRD3 agonist: -4; IL-2 act: -2.9; GLP1R cytotox: 2%

How did O=C(c1cc2ccccc2o1)N1CCN(S(=O)(=O)c2ccc(Cl)s2)CC1 do in these assays?
GLP1R ag: 1%; GLP-1R inv ag: inconclusive; DRD3 antagonist: 0; WRN helicase inh: -3%; PLK1 PBD block: -2%; PI5P4K alpha inh: 1; DRD3 agonist: -14; IL-2 act: -0.2; GLP1R cytotox: -19%

What do the screens show for `CC(C(=O)Nc1ccccc1C(=O)N1CCOCC1)N(c1ccc(Cl)cc1)S(C)(=O)=O` (stereo not given)?
GLP1R ag: 1%; GLP-1R inv ag: -16%; DRD3 antagonist: 1; WRN helicase inh: inconclusive; PLK1 PBD block: 3µM*; PI5P4K alpha inh: inconclusive; DRD3 agonist: 1; IL-2 act: 3.0; GLP1R cytotox: 5%

What do the screens show for `COc1ccc(C(=O)N/N=C(\C)CC(=O)NC2CCCCC2)c(OC)c1`?
GLP1R ag: 16%; GLP-1R inv ag: 2%; DRD3 antagonist: -9; WRN helicase inh: 1%; PLK1 PBD block: 0%; PI5P4K alpha inh: -1; DRD3 agonist: -7; IL-2 act: -1.3; GLP1R cytotox: 0%

How did CC(C)(C)C(=O)[C@H]1[C@H](c2ccccc2)[C@@]2(N=C(c3ccccc3)OC2=O)C2c3ccccc3C=NN21 (stereo not given in full) do in these assays?
GLP1R ag: 3%; GLP-1R inv ag: -26%; DRD3 antagonist: -8; WRN helicase inh: -10%; PLK1 PBD block: -3%; PI5P4K alpha inh: 1; DRD3 agonist: 4; IL-2 act: -0.2; GLP1R cytotox: -4%

Results for C=CCOc1ccc(Br)cc1CNC(C)(C)C ?
GLP1R ag: 1%; GLP-1R inv ag: -2%; DRD3 antagonist: -1; WRN helicase inh: 3%; PLK1 PBD block: -6%; PI5P4K alpha inh: -1; DRD3 agonist: 6; IL-2 act: -3.2; GLP1R cytotox: 8%

Results for CC(C)NS(=O)(=O)c1ccc(OCC(=O)N2CCCC2)c(Cl)c1 ?
GLP1R ag: 23%; GLP-1R inv ag: 0%; DRD3 antagonist: 10; WRN helicase inh: -5%; PLK1 PBD block: 4%; DRD3 agonist: -1; IL-2 act: 1.1; GLP1R cytotox: -20%

Results for CN1CCN(C(=S)Nc2cccc(C(F)(F)F)c2)CC1 ?
GLP1R ag: -10%; GLP-1R inv ag: -6%; DRD3 antagonist: 6; WRN helicase inh: -6%; PLK1 PBD block: -7%; PI5P4K alpha inh: 2; DRD3 agonist: 2; IL-2 act: -1.6; GLP1R cytotox: -14%

How did COc1ccc(CNC(=O)C2CCN(C(=O)N(C)C)CC2)c(OC)c1 do in these assays?
GLP1R ag: -6%; GLP-1R inv ag: 3%; DRD3 antagonist: 12; WRN helicase inh: -4%; PLK1 PBD block: -5%; DRD3 agonist: -8; IL-2 act: -0.7; GLP1R cytotox: -5%

Results for CCN(CC(=O)NC1CCS(=O)(=O)C1)S(=O)(=O)c1ccc2ccccc2c1 (stereo not given) ?
GLP1R ag: -1%; GLP-1R inv ag: 0%; DRD3 antagonist: 5; WRN helicase inh: -21%[57.1 µM]; PLK1 PBD block: -6%; PI5P4K alpha inh: 1; DRD3 agonist: 3; IL-2 act: -1.9; GLP1R cytotox: -1%

Results for FC(F)(F)c1ccccc1CN1CCCC(N2CCN(c3ccccc3)CC2)C1 (stereo not given) ?
GLP1R ag: -3%; GLP-1R inv ag: inconclusive; DRD3 antagonist: 2; WRN helicase inh: -10%; PLK1 PBD block: 4%; PI5P4K alpha inh: 3; DRD3 agonist: -12; IL-2 act: 0.1; GLP1R cytotox: 2%

Results for CCCCOc1ccc(C2CC(=O)NC2=O)cc1 (stereo not given) ?
GLP1R ag: -12%; GLP-1R inv ag: 1%; DRD3 antagonist: 6; WRN helicase inh: 2%; PLK1 PBD block: 1%; DRD3 agonist: 16; IL-2 act: 1.6; GLP1R cytotox: -6%

How did CCc1ccc(C(=O)Nc2ccc3c(c2)n(C)c(=O)n3C)cc1 do in these assays?
GLP1R ag: 14%; GLP-1R inv ag: 75%[activator]; DRD3 antagonist: -8; WRN helicase inh: -9%; PLK1 PBD block: -1%; PI5P4K alpha inh: 4; DRD3 agonist: -5; IL-2 act: -0.3; GLP1R cytotox: 4%

How did Cc1ccc(C(=O)COC(=O)C(CC(C)C)NC(=O)C2CCC(C)CC2)cc1 (stereo not given) do in these assays?
GLP1R ag: 1%; GLP-1R inv ag: 13%; DRD3 agonist: -3; GLP1R cytotox: 0%

How did Cc1cc([N+](=O)[O-])nn1CCCC(=O)Nc1c(C)n(C)n(-c2ccccc2)c1=O do in these assays?
GLP1R ag: 4%; GLP-1R inv ag: 16%; DRD3 antagonist: 4; WRN helicase inh: -3%; PLK1 PBD block: -4%; PI5P4K alpha inh: 0; DRD3 agonist: 14; IL-2 act: 0.7; GLP1R cytotox: 3%

How did COc1cc(/C=C/C(=O)O)cc(S(=O)(=O)Nc2ccc3nc(SC)sc3c2)c1OC do in these assays?
GLP1R ag: -2%; GLP-1R inv ag: 0%[7.66 µM]; DRD3 antagonist: 3; WRN helicase inh: -3%; PLK1 PBD block: -1%; PI5P4K alpha inh: 3; DRD3 agonist: -1; IL-2 act: 0.8; GLP1R cytotox: -1%[7.66 µM]

How did Cc1cc(C(=O)O)ccc1-c1ccc(CO)o1 do in these assays?
GLP1R ag: 6%; GLP-1R inv ag: -11%; DRD3 antagonist: -5; WRN helicase inh: -10%; PLK1 PBD block: -4%; PI5P4K alpha inh: -2; DRD3 agonist: -8; IL-2 act: -2.4; GLP1R cytotox: -5%

Results for Cc1ccc(-c2cn(-c3ccccc3)c(SCC(N)=O)n2)cc1C ?
GLP1R ag: 0%; GLP-1R inv ag: inconclusive; DRD3 antagonist: -12; WRN helicase inh: -21%; PLK1 PBD block: -4%; PI5P4K alpha inh: 9; DRD3 agonist: 1; IL-2 act: -2.5; GLP1R cytotox: 10%

Results for COc1cccc(Oc2ccc(C(F)(F)F)cc2NC(=O)CCc2nc3ccccc3c(=O)[nH]2)c1 ?
GLP1R ag: 16%; GLP-1R inv ag: inconclusive; DRD3 antagonist: -12; WRN helicase inh: -27%; PLK1 PBD block: 10%; PI5P4K alpha inh: 0; DRD3 agonist: -14; IL-2 act: -4.3; GLP1R cytotox: -26%

Bioassay records from PubChem.
